D1 PAM – Potentiators of Human D1 Dopamine Receptor: qHTS. AID 504651, 2011. potentiation, % at 10 µM. HEK293 TREx D1 cells, calcium flux, dopamine EC20 potentiation. 0.036% of 360,000 active. D(1A) dopamine receptor (Homo sapiens), P21728; in the data active = potentiation above about 30%; note: 0% is about no effect
Target sequence (P21728 whole entry, looked up): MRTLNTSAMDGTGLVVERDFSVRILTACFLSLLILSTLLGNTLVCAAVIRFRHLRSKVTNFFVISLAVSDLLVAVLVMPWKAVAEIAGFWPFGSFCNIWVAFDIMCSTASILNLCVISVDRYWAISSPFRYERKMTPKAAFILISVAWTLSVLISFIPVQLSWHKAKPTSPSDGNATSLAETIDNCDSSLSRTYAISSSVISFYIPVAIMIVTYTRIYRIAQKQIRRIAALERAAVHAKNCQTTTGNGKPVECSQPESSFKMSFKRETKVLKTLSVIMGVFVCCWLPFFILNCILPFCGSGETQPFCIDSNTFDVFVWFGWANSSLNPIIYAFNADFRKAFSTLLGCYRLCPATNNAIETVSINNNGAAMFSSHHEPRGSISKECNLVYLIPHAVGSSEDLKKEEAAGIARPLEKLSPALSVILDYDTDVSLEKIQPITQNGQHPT
RXFP1 ag – qHTS Assay for Agonists of the Relaxin Receptor RXFP1; Relaxin receptor 1 (Homo sapiens), Q9HBX9; HEK293T-RXFP1 cAMP TR-FRET, 30 min; response scale: percent of porcine relaxin response, buffer zero; Potency, µM (highest dose often 57.5 µM), for the others: at the top dose activation, usual class: activators; 0.3% of 370,000 active; AID 2676, 2010; note: potency is the fitted concentration of half-maximal effect; % is set by controls: 0 for no effect and ±100 for the full control effect; nearly all actives have a fitted effect of over 60% in size; many of its hits are not listed in these tables
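HEK293 cells stably expressing RXFP1, treated 30 min at 37C with compounds plus PDE4 inhibitor Ro 20174; cAMP measured by HTRF TR-FRET. Normalized to buffer and 29 nM porcine relaxin; EC50 by Hill fit.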
RXFP1 antag – qHTS Assay for Antagonists of the Relaxin Receptor RXFP1. activity change, negative = inhibition, % at 57.5 µM. HEK293-RXFP1, relaxin-stimulated cAMP HTRF, 30 min; stronger effect = lower value. AID 1259400, 2018. Relaxin receptor 1 (Homo sapiens), Q9HBX9. 0.59% of 350,000 active;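 active = activity change of -60% or lower, but not beyond a set lower limit; inconclusive = change between -60% and -40%, or beyond the set limit; inactive = change above -40%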; note: % is set by controls: 0 for no effect and ±100 for the full control effect
D1 antag – Antagonist of Human D 1 Dopamine Receptor: qHTS; D(1A) dopamine receptor (Homo sapiens), P21728; HEK293 TREx D1 cells, calcium flux, dopamine EC80; stronger effect = lower value; activity change, negative = inhibition, % at 10 µM; 3.2% of 360,000 active; in the data active = activity change below about -30%; note: % is set by controls: 0 for no effect and ±100 for the full control effect
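Allosteric or orthosteric antagonism assessed as attenuation of the calcium response to EC80 dopamine, added 180 s after compound, in induced HEK293 Trex D1 cells loaded with no-wash calcium dye.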
D2 PAM – HTS Assay for Positive Allosteric Modulators of the Human D2 Dopamine Receptor: Primary Screen for Potentiators | D(2) dopamine receptor (Homo sapiens), P14416 | HEK293 T-REx D2, calcium flux, EC20 dopamine potentiation | potentiation, % at 10 µM | 0.34% of 340,000 active;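 active = potentiation over 3 SD above the plate norm, cut at about 30% in these data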; note: 0% is about no effect
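Tetracycline-induced Hek293 Trex D2 cells, force-coupled to calcium, loaded with no-wash calcium dye. Compound added with 180 s kinetic read for agonism, then EC20 dopamine and a further 180 s read for potentiation.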
Glioma ERSR ind – qHTS for Inducers of the Endoplasmic Reticulum Stress Response (ERSR) in Human Glioma: qHTS. U87-MG GRP78 promoter luciferase reporter, 16 h. Potency, µM, inactives show at the highest dose activation, most hits filed as activators. 0.02% of 420,000 active. AID 602332, 2012; note: potency is the fitted concentration of half-maximal effect; series mostly up to about 76 µM; % of control where 0% means no effect; nearly all actives have a fitted effect of over 35% in size
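ERSR induction read as luciferase luminescence (Bright-Glo, 10 min at room temperature) in stably transfected human U87-MG glioma cells exposed to compounds for 16 h, using GRP78 as sensor.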
Vif-A3F inh – qHTS for Inhibitors of Vif-A3F Interactions: qHTS | Potency, µM (doses to about 46.1 µM), without a hit: at the top dose activity, negative = active | HeLa A3F-eYFP + Vif (tagged APOBEC3F with the HIV-1 protein that degrades it), YFP fluorescence increase | 0.2% of 390,000 active; note: potency is the fitted concentration of half-maximal effect; % of control where 0% means no effect; nearly all actives have a fitted effect of over 65% in size
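Fluorescence increase (Ex 488/Em 500-530) after overnight compound treatment at 37 deg C flags inhibition of Vif-driven A3F-eYFP loss in stable HeLa A3F-eYFP/Vif cells seeded overnight beforehand.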
Vif-APOBEC3G blk – qHTS for Inhibitors of Vif-A3G Interactions: qHTS. HeLa A3G-eYFP + Vif (tagged APOBEC3G with the HIV-1 protein that degrades it), YFP fluorescence, overnight. Potency, µM (highest dose often 46.1 µM), without a hit: at the highest dose activity, negative = active, hits mostly inhibitors. 0.076% of 410,000 active. AID 602310, 2012;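 note: potency is the fitted concentration of half-maximal effect; % is set by controls: 0 for no effect and ±100 for the full control effect; nearly all actives have a fitted effect of over 60% in size; hits raise eYFP signal because A3G escapes Vif-driven loss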
Target sequence (Q9HC16 whole entry, looked up): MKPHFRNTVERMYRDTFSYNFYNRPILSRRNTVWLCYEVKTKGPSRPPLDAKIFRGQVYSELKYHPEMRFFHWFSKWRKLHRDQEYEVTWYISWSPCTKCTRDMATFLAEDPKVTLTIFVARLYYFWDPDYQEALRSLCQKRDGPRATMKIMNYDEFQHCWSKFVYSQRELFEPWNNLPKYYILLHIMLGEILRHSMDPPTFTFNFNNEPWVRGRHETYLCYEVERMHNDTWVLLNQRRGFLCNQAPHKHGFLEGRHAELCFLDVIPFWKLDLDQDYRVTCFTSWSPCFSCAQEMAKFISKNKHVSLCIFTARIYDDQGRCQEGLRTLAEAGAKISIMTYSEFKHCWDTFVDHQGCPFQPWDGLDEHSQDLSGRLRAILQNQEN
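Read-out is eYFP fluorescence (Ex 488/Em 500-530) from Vif-expressing HeLa A3G-eYFP cells; more signal means A3G escaped Vif-mediated degradation. Cells plated overnight, compound pinned in, incubated overnight at 37 deg C.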
D1 ag – Allosteric Agonists of the Human D1 Dopamine Receptor: qHTS; HEK293 T-REx D1 cells, calcium flux, agonist mode; AID 504660, 2011; activation, % at 2 µM; D(1A) dopamine receptor (Homo sapiens), P21728; 1% of 360,000 active; in the data active = activation above about 30%; note: 0% is about no effect
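Inducible HEK293 T-REx D1 cells, force-coupled to calcium signalling, were plated at 4000 cells/well with tetracycline and held overnight at 30 C. After no-wash calcium dye loading, compound-evoked calcium rise over 180 s flagged agonists.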
Starred values were filed as active, the others as inactive; ? = inconclusive; . = no result given; & = joins results of further samples. Unless noted, calls come from the whole dose curve; as a rule, active = well fitted curve in the direction sought with a large enough effect; inconclusive = small, poorly fitted or top-dose-only effect, or another doubt; inactive = no such curve, though single readings can be large; an effect the other way counts as inactive or inconclusive. Only part of the results is shown. The share of hits here may be higher or lower than overall.

SMILES	D1 PAM	RXFP1 ag	RXFP1 antag	D1 antag	D2 PAM	Glioma ERSR ind	Vif-A3F inh	Vif-APOBEC3G blk	D1 ag
Clc1ccc(Cl)c(-c2ccc(/C=N/c3ncn[nH]3)o2)c1	-2	16%	-5	3	-2	-6%	0%	0%	1
CCSCCc1nnc(NC(=O)Nc2cccc(C(F)(F)F)c2)s1	-7	-0.7%	-9	-29	.	-7%	1%	8%	17
CC(C)NS(=O)(=O)c1ccc(NC(=O)C2CCCCC2)cc1	1	2.0%	9	5	11	-1%	0%	3%	2
Cc1cc2cc3c(cc2nc1SCC(=O)O)CCC3	4	?	13	-12	-6	-1%	-4%	0%	2
Cc1ccc2cc(/C=N/NC(=O)CN3CCOCC3)c(Cl)nc2c1	-2	0.2%	-1	5	-5	1%	-5%	2%	0
CC(C)c1cccc(C(C)C)c1NC(=O)COc1nncc2ccccc12	-4	4.8%	-22	-2	-1	-4%	2%	-1%	-1
CC(C(=O)Nc1ccccn1)N1C(=O)c2ccccc2S1(=O)=O (configuration not stated)	1	1.6%	9	-17	-2	-3%	-4%	0%	2
Cc1ccccc1C(=O)N1CCN(c2ccc(NC(=S)NC(=O)c3ccco3)cc2)CC1	-10	1.6%	?	-12	-2	-7%	12%	-5%	4
O=C1CSC(=Nc2ccccc2)N1	-9	0.1%	4	-17	7	-7%	-4%	-7%	1
CCCCOc1ccc(/C=N/NC(=S)Nc2cccc(C)c2C)cc1	5	-0.4%	-3	-3	-11	-3%	-10%	-5%	-3
COc1ccccc1NC(=S)NC(=O)c1c(-c2ccccc2Cl)noc1C	-3	0.1%	-3	-3	10	-2%	-6%	-4%	10
CC1(C)CC(=NOC(=O)c2ccccc2)CC(C)(C)N1	-1	3.2%	1	15	5	-1%	-4%	1%	3
CC1C(=O)Nc2ccccc2N1C(=O)c1cccc(C(F)(F)F)c1 (configuration not stated)	-8	0.6%	-4	-30	15	-4%	3%	-10%	1
O=[N+]([O-])c1ccccc1N/N=C/c1cccc(O)c1O	-11	-0.1%	-2	-8	8	-2%	-8%	-16%	0
CC(=O)Nc1sc(N/N=C\c2ccccc2Cl)nc1-c1cccs1	-1	-0.7%	-25	-1	23	-1%	?	-24%	0
O=C(Cn1c(C(F)(F)F)nc2ccccc21)NCCN1CCCC1	-2	-0.1%	-10	-9	8	-5%	-2%	2%	2
CCOC(=O)CCCNC(=O)CCNC(=O)c1ccc(OCCC(C)C)cc1	-6	1.2%	-2	-7	-11	-3%	-5%	-1%	2
COC(=O)Nc1ccc(S(=O)(=O)N2CCCC(C(=O)O)C2)cc1 (configuration not stated)	2	2.3%	-6	.	11	-3%	-15%	9%	-2
O=C(N/C(=C/c1cccs1)C(=O)N1CCOCC1)c1cccs1	-4	1.7%	-5	11	-1	2%	2%	2%	0
O=C1c2cccnc2C(=O)N1Cc1ccc2c(c1)OCO2	4	5.9%	7	2	4	-8%	8%	-4%	2
Nc1nonc1N/N=C/c1c(O)ccc2ccccc12	-9	-1.4%	-19	-22	-6	6%	-15%	-15%	31*
O=S(=O)(NCCOc1ccccc1F)c1cccc(Br)c1	-6	-2.1%	-5	0	-1	-7%	2%	2%	0
CCOc1ccc(N/C=C/C(=O)c2ccc(C)cc2)c([N+](=O)[O-])c1	-4	-0.4%	-12	-16	7	5%	5%	0%	3
[O-][n+]1onc2c1CCc1c-2nn(-c2ccccc2Cl)[n+]1[O-]	-5	0.2%	3	7	.	-5%	1%	-8%	2
Cc1c(Cl)cccc1N1C(=O)C2ON(c3ccccc3)C(c3cccnc3)C2C1=O (configuration not stated)	-3	0.3%	-7	0	9	-4%	1%	0%	1
CC(NC(=O)c1ccco1)c1nc(-c2ccc(Cl)cc2)no1 (configuration not stated)	-7	-0.8%	-18	-2	-22	-2%	3%	1%	9
CCCn1nnc(NC(=O)/C=C/c2ccc(C(C)C)cc2)n1	-9	-1.5%	-9	-19	15	3%	-2%	0%	38*
Cc1[nH]c(=O)[nH]c(=O)c1Sc1ccccc1[N+](=O)[O-]	-10	1.2%	-10	6	-10	-4%	17%	3%	12
COc1ccc(CN2CC(=O)N3[C@H]4c5ccc(OC)cc5OC[C@@H]4[C@H](c4ccccc4)[C@]3(C)C2=O)cc1	0	1.4%	.	.	7	-1%	-6%	0%	6
Cn1nc(C(=O)Nc2cccc(S(=O)(=O)N3CCCC3)c2)c2ccccc2c1=O	2	16%	7	2	.	-4%	2%	0%	0
CC(=O)NCc1nc2ccccc2n1Cc1ccccc1C	-4	0.5%	.	5	4	-5%	-2%	2%	2
O=C(CCS(=O)(=O)c1cccs1)NC1CCCCCC1	0	1.3%	10	9	6	7%	0%	0%	0
COc1cccc(-n2nnc3c(=O)n(CC(=O)NC4CCCC4)cnc32)c1	-3	-1.2%	0	11	-2	-5%	-5%	-3%	-1
Cc1cccnc1NC1(C(F)(F)F)N=C2SCCN2C1=O (configuration not stated)	-4	1.0%	1	8	2	-3%	11%	-1%	3
COC(=O)c1ccc(COc2ccccc2/C=N/NC(=O)c2cccnc2)cc1	-5	0.2%	-6	-7	-3	-1%	?	-12%	5
Cc1ccc(C(C(=O)NCc2ccc(F)cc2)N(CCCO)C(=O)C2COc3ccccc3O2)o1 (configuration not stated)	2	3.3%	9	-2	-16	-2%	2%	1%	1

Laid out differently: results already given
Value order – D1 PAM | RXFP1 ag | RXFP1 antag | D1 antag | D2 PAM | Glioma ERSR ind | Vif-A3F inh | Vif-APOBEC3G blk | D1 ag
- Cc1c(Cl)cccc1N1C(=O)C2ON(c3ccccc3)C(c3cccnc3)C2C1=O (configuration not stated)
→ -3 | 0.3% | -7 | 0 | 9 | -4% | 1% | 0% | 1
- CC(NC(=O)c1ccco1)c1nc(-c2ccc(Cl)cc2)no1 (configuration not stated)
→ -7 | -0.8% | -18 | -2 | -22 | -2% | 3% | 1% | 9
- CCCn1nnc(NC(=O)/C=C/c2ccc(C(C)C)cc2)n1
→ -9 | -1.5% | -9 | -19 | 15 | 3% | -2% | 0% | 38*
- Cc1[nH]c(=O)[nH]c(=O)c1Sc1ccccc1[N+](=O)[O-]
→ -10 | 1.2% | -10 | 6 | -10 | -4% | 17% | 3% | 12

(more compounds)
SMILES	D1 PAM	RXFP1 ag	RXFP1 antag	D1 antag	D2 PAM	Glioma ERSR ind	Vif-A3F inh	Vif-APOBEC3G blk	D1 ag
CC(CCc1ccccc1)NC(=O)CCNS(=O)(=O)c1ccccc1C(F)(F)F (configuration not stated)	0	-0.3%	9	-11	4	-3%	2%	-1%	2
Cc1ccc(-n2c(C)nn(-c3ncc(C(F)(F)F)cc3Cl)c2=O)cc1	-5	1.6%	-11	-47*	0	6%	.	1%	0
CCN1CCN(c2ccc(S(=O)(=O)N3CCOCC3)cc2NC(=O)CCC(C)C)CC1	4	0.1%	-6	-3	18	-1%	-10%	0%	7
Cc1cccc(C)c1NC(=O)N1CC=CCC1	4	-0.2%	0	0	10	-3%	8%	0%	2
Cc1ccccc1OCCN(C#N)c1nc(N(C)C)nc(N(C)C)n1	-2	-1.6%	1	-12	5	-4%	9%	-2%	11
CCOc1ccc(-c2n[nH]c(=S)n2/N=C/c2cc3c(cc2[N+](=O)[O-])OCO3)cc1	-1	-0.3%	-21	20	6	-1%	2%	-1%	2
N#C/C(=C\c1ccc(OC(=O)c2cccs2)cc1)c1nc2ccccc2[nH]1	-1	-1.2%	-29	15	.	6%	2%	-2%	6
Cc1ccc(OCc2cc(C(=O)NC(C)Cc3cccnc3)no2)cc1C (configuration not stated)	-2	2.0%	15	-6	9	5%	4%	3%	8
CCCCn1c(SCC(=O)Nc2cccc(OC)c2)nc2c(sc3ccccc32)c1=O	-3	?	-13	-9	7	-3%	-17%	-6%	2
CN1C(=O)CC(C(=O)Nc2ccc(C(=O)O)cc2)SC1=Nc1ccc(Cl)cc1 (configuration not stated)	-1	1.6%	-5	0	.	-2%	-6%	-5%	0
COc1ccccc1N(C)S(=O)(=O)c1ccc(C(=O)NCCc2ccc(F)cc2)cc1	-1	0.6%	0	2	-14	-5%	4%	2%	6
CCCC(C)NC(=O)C1CC(=O)N(CCc2ccc(F)cc2)C1 (configuration not stated)	0	1.1%	-2	1	.	0%	3%	-4%	5
CC1=C(C(=O)OCC2CCCCC2)C(c2ccc(Cl)cc2)CC(=O)N1 (configuration not stated)	0	0.6%	.	9	4	-10%	9%	-7%	4
COc1cccc2c1O/C(=N\O)C(C(=O)Nc1ccc(C)cc1)C2 (configuration not stated)	-3	1.2%	10	-19	-7	7%	-10%	?	1
COc1ccccc1-n1cnnc1SCC(=O)NCC1CCCO1 (configuration not stated)	-1	1.4%	7	1	-12	-4%	0%	1%	0
COc1cc(C(=O)Nc2cc(C)ccn2)cc(OC)c1OC	0	0.8%	-9	-17	-8	2%	-7%	-9%	-2
Cc1cc(C)cc(NC(=O)OCCN2CCN(Cc3ccccc3)CCC2=O)c1	-6	-0.4%	.	-32*	-10	-3%&-4%	1%	-1%	-4
CCOc1cccc(SCc2noc(C(=O)NCC3CCCO3)c2C(=O)O)c1 (configuration not stated)	0	0.0%	.	63	8	-2%	0%	3%	17
Cc1ccc(C(=O)COC(=O)c2cccc(NC(=O)c3ccc(Cl)cc3Cl)c2)cc1	-1	4.3%	-11	-16	-6	-6%	5%	4%	14
Cc1ccc(NS(=O)(=O)c2ccc3c(c2)CC(C)N3C(=O)C2CCC2)cc1Cl (configuration not stated)	2	1.8%	-14	8	5	0%	-12%	1%	0
Cc1cccc(CNC(=O)C2CCC(=O)N(CCCc3ccccc3)C2)c1 (configuration not stated)	.	.	-5	.	.	-4%	-2%	-1%	.
CCOCC(=O)Nc1cc(C(=O)NCCc2ccccc2)ccc1Cl	-1	-2.6%	-5	-2	12	-7%	10%	4%	-1
